# VLA-4 inh: inhibition in a human VLA-4 binding assay; VLA-4 expressing cells, ligand binding flow cytometry; AID 2557; P13612; inhibition, % (about 7 µM as worked out from the volumes in the protocol); actives 0.2% (n = 330,000); in the data active = inhibition above about 50%
# Target sequence (P13612 whole entry, looked up): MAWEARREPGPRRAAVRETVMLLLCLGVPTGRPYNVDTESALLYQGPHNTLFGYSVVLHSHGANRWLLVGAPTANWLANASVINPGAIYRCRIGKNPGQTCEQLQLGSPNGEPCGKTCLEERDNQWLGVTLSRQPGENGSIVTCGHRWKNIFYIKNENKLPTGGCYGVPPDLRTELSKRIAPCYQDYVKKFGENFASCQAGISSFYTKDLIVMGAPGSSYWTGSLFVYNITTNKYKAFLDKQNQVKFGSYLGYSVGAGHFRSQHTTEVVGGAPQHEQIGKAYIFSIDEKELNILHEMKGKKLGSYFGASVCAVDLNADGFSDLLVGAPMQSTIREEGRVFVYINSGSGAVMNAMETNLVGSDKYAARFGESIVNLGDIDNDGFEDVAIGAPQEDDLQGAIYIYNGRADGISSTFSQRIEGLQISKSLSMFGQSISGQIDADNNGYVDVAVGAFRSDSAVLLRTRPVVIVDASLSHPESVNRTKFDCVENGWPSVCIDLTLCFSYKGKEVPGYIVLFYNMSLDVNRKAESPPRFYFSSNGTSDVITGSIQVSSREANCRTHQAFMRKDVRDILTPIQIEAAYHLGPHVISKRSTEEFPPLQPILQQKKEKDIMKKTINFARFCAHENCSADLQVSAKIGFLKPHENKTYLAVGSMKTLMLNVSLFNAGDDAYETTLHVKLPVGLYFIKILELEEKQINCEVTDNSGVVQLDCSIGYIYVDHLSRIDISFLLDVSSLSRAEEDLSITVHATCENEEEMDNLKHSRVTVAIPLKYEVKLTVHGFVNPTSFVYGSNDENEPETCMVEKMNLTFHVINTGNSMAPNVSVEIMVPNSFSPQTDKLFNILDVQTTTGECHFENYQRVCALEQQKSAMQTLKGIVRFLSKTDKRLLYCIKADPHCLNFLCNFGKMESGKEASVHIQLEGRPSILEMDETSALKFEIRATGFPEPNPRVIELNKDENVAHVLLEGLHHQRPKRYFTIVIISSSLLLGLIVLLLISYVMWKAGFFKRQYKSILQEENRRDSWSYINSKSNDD
# MCL1 BIM primary: MCL1-BIM-BH3 interaction inhibition (human); Q07820; GST-MCL1 / FITC-Bim-BH3 fluorescence polarization; actives 0.68% (n = 320,000); inhibition, % at 10.9 µM;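 active = inhibition above the mean inhibition of all tested compounds plus 3 SD, set per campaign, cut at about 40% in these data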;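 note: 0% = DMSO wells and 100% = unlabeled Bim-BH3 peptide control; higher means more loss of mP so more displacement of Bim peptide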
# Fam108B counter: blocks mouse Fam108B hydrolase in RBBP9 counter-screen; inhibition, % at 9.51 µM; AID 1947; recombinant Fam108B, FP-Rh probe fluorescence polarization; actives 0.33% (n = 300,000);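 active = inhibition above the screen mean inhibition plus 3 SD, computed separately per campaign, cut at about 18% in these data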;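 note: inhibitors lower polarization as less probe binds the enzyme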
# Efflux pump mplx: antifungal efflux pump inhibition, Nile Red retention; S. cerevisiae Candida pump triplex; inhibition, % at 10 µM; actives 0.44% (n = 330,000);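 active = plate passing quality check with inhibition over a set limit, or well fluorescence over plate mean plus 4 SD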;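 note: Nile Red retained in pooled yeast measured as flow cytometry median fluorescence; 0% = buffer negative control and 100% = Enniatin B positive control; higher means more Nile Red kept so more efflux inhibition; some compounds called inactive have numbers as strong as hits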
# GRK2 inh: blocks RNA aptamer binding to human GRK2 | bead flow cytometry, FAM-aptamer displacement from GRK2 | inhibition of aptamer binding, % at 10 µM | actives 0.59% (n = 330,000);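 active = inhibition of aptamer binding above 40%, roughly 3 SD of noise, on plates passing a quality check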;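 note: median bead fluorescence of bound FAM aptamer so fluorescent compounds give negative values; no value below 0 was filed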
# GLD-1 RNA inh: GLD-1-TGE RNA interaction inhibition (C. elegans) | actives 0.44% (n = 320,000) | inhibition, % at 5.96 µM | purified GLD-1 + fluorescein TGE RNA, fluorescence polarization | Q17339;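 active = percent inhibition above a per-plate cutoff, the plate mean of test compounds plus 3 SD, cut at about 30% in these data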;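 note: 0% = DMSO wells with GLD-1 and probe and 100% = wells lacking GLD-1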
# PME-1 inh: blocks human protein phosphatase methylesterase 1; inhibition, % at 5.9 µM; recombinant PME-1, FP-Rh probe fluorescence polarization; actives 0.53% (n = 320,000); AID 2130;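 active = inhibition above the campaign mean of all compounds plus 3 SD, cut at about 26% in these data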;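 note: competitive labeling of PME-1 active site by serine hydrolase directed probe; 0% = PME-1 with DMSO and 100% = wells lacking PME-1 enzyme; inhibitors block probe labeling so polarization falls and inhibition rises; many of its hits are not listed in these tables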
# Bcl-xL primary: inhibitors of human Bcl-xL. GST-Bcl-xL / FITC-Bim BH3 peptide fluorescence polarization. inhibition, % at 10.9 µM. AID 2129. actives 0.7% (n = 320,000). Q07817;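 active = inhibition above the mean of all tested compounds plus 3 SD, cutoff set per campaign, cut at about 30% in these data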;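 note: 0% = DMSO wells and 100% = unlabeled Bim-BH3 peptide competitor; inhibitors lower millipolarization by displacing the labeled peptide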
# MEX-5 binding: C. elegans MEX-5 TCR-2 RNA binding activity; Q9XUB2; MEX-5/FITC-TCR2 RNA binding, fluorescence polarization; stronger effect = lower value; activity score (negative = inhibition of binding), % at 10 µM; actives 0.38% (n = 300,000);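 active = inhibition past about -25% in most replicates, and total fluorescence under double the plate's negative control median, limit read from the data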;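 note: 0% = DMSO and -100% = 5 µM competing unlabeled TCR2 RNA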
# Numbers without * were called inactive; · = not tested or not shown. Only part of the results is shown. The share of hits here may be higher or lower than overall.
no.	SMILES	VLA-4 inh	MCL1 BIM primary	Fam108B counter	Efflux pump mplx	GRK2 inh
1	COc1ccccc1CN1CCN(C(CC(C)C)c2nnnn2Cc2cccs2)CC1 (stereo not given)	0	6	-4	0.1	1
2	CCn1c(SCC(=O)NC2CCCCC2)nnc1-c1ccccn1	-2	7	-3	-0.1	2
3	CCc1c(C)c(C#N)c2nc3ccccc3n2c1NCCN(C)C	7	2	-2	-0.1	1
4	Nc1cccnc1Oc1ccccc1F	25	7	-1	0.1	0
5	CCCCC1CCC(C(=O)Nc2ccccc2N2CCOCC2)CC1 (stereo not given)	14	-1	·	0.2	0
6	COc1cccc(NC(=S)NCCC(c2ccccc2)c2ccccc2)c1	20	15	-7	-0.3	0
7	CCN(CC)CCn1c(=S)[nH]c2cc(C(=O)N3CC=C(c4ccccc4)CC3)ccc2c1=O	-4	9	-9	-0.1	0
8	Cn1c(-c2ccc(F)cc2)cnc1NCc1cc2c(cc1[N+](=O)[O-])OCO2	5	-1	0	0.0	4
9	CSc1ccccc1C(=O)Nc1cccc(N(C)S(C)(=O)=O)c1	19	14	-1	-0.1	1
10	COc1ccc(-n2nnnc2/C(=C/N(C)C)C(=O)c2ccccc2)cc1	2	5	-2	0.0	0
11	CCOC(=O)c1c(C)nc2ccccc2c1-c1ccccc1	13	-4	1	0.1	2
12	O=C(/C=C/c1ccco1)NC(=S)Nc1ccc(N2CCOCC2)c(Cl)c1	17	10	-6	-0.1	0

no.	GLD-1 RNA inh	PME-1 inh	Bcl-xL primary	MEX-5 binding
1	1	-3	4	0.8
2	-1	-2	1	1.0
3	2	-5	-2	-2.3
4	1	1	7	-3.0
5	4	2	0	·
6	7	-29	7	1.9
7	-6	-1	8	3.7
8	4	2	3	-4.8
9	-3	-1	3	3.3
10	0	-3	-2	1.8
11	4	-4	0	-1.5
12	0	-3	-3	1.1

# In the list so far, 6 have four or more nitrogen atoms:
no.	SMILES	VLA-4 inh	MCL1 BIM primary	Fam108B counter	Efflux pump mplx	GRK2 inh
1	COc1ccccc1CN1CCN(C(CC(C)C)c2nnnn2Cc2cccs2)CC1 (stereo not given)	0	6	-4	0.1	1
2	CCn1c(SCC(=O)NC2CCCCC2)nnc1-c1ccccn1	-2	7	-3	-0.1	2
3	CCc1c(C)c(C#N)c2nc3ccccc3n2c1NCCN(C)C	7	2	-2	-0.1	1
7	CCN(CC)CCn1c(=S)[nH]c2cc(C(=O)N3CC=C(c4ccccc4)CC3)ccc2c1=O	-4	9	-9	-0.1	0
8	Cn1c(-c2ccc(F)cc2)cnc1NCc1cc2c(cc1[N+](=O)[O-])OCO2	5	-1	0	0.0	4
10	COc1ccc(-n2nnnc2/C(=C/N(C)C)C(=O)c2ccccc2)cc1	2	5	-2	0.0	0

no.	GLD-1 RNA inh	PME-1 inh	Bcl-xL primary	MEX-5 binding
1	1	-3	4	0.8
2	-1	-2	1	1.0
3	2	-5	-2	-2.3
7	-6	-1	8	3.7
8	4	2	3	-4.8
10	0	-3	-2	1.8

# Some of these compounds in order of the GLD-1 RNA inh value, ascending:
item	SMILES	GLD-1 RNA inh
10	COc1ccc(-n2nnnc2/C(=C/N(C)C)C(=O)c2ccccc2)cc1	0
4	Nc1cccnc1Oc1ccccc1F	1
11	CCOC(=O)c1c(C)nc2ccccc2c1-c1ccccc1	4

# Next part
no.	SMILES	VLA-4 inh	MCL1 BIM primary	Fam108B counter	Efflux pump mplx	GRK2 inh
13	CCOc1ccc(Br)cc1CC(=O)O	-7	1	2	0.0	0
14	COc1ccc(CC(=O)Nc2cc(C)on2)cc1OC	0	4	-2	0.0	0
15	O=C(COC(=O)c1cccc(OC(F)F)c1)Nc1ncccn1	-15	·	·	0.0	39
16	Cc1nnc(SCC(=O)Nc2ccc(Br)cn2)[nH]c1=O	-3	13	5	0.0	3
17	CCC(C)c1nc2ccsc2c(N2CCOC2=O)c1-c1ccccc1 (stereo not given)	11	3	1	0.0	9
18	CCOc1ccc(OCCC(=O)OCC(=O)N2CCN(S(=O)(=O)c3ccc(C)cc3)CC2)cc1	19	3	1	0.0	3
19	Clc1cc(CSc2ccccc2)nc(-c2ccccc2)n1	94*	5	-1	0.0	5
20	COc1ccc(CNC/C=C/c2ccccc2)cc1	6	·	·	-0.1	0
21	COc1ccc(C2c3sc(=O)[nH]c3SCC2C(N)=O)cc1 (stereo not given)	-2	-1	2	-0.1	0
22	CC(=O)NC(C)c1cc(F)c2cccnc2c1O (stereo not given)	14	0	·	-0.1	2
23	Cc1ccc(S(=O)(=O)NCCNS(=O)(=O)c2ccc(C)cc2)cc1	7	-2	-4	-0.1	4
24	CCOc1ccc(CCN2C(=O)C3C4CCC(O4)C3C2=O)cc1OCC (stereo not given)	18	1	·	0.1	0

no.	GLD-1 RNA inh	PME-1 inh	Bcl-xL primary	MEX-5 binding
13	4	1	8	3.5
14	5	-4	6	1.8
15	1	·	·	·
16	5	0	7	3.5
17	1	2	1	2.8
18	14	1	1	-0.6
19	-3	-1	3	-0.2
20	·	·	·	-3.3
21	3	-4	0	-5.1
22	2	4	0	·
23	2	4	-1	-1.4
24	2	-1	1	·

# Next structures
no.	SMILES	VLA-4 inh	MCL1 BIM primary	Fam108B counter	Efflux pump mplx	GRK2 inh
25	Clc1ccc(-c2nn3c(C4COc5ccccc5O4)nnc3s2)cc1 (stereo not given)	18	10	-2	0.0	2
26	COc1ccc2c(c1OC)C(=O)OC2CC(=O)c1ccc(N(C)C)cc1 (stereo not given)	-5	-1	3	0.0	5
27	O=C(COC(=O)[C@H](Cc1ccccc1)NS(=O)(=O)c1ccccc1F)NC1CCCCC1	-1	-1	3	0.0	0
28	CC(=O)N1CCN(c2ccc(NC(=O)c3ccc4ccccc4c3)cc2)CC1	-1	-12	-4	0.4	0
29	CC1CCC/C=C/C(=O)c2c(O)cc(O)cc2CC(=O)O1 (stereo not given)	15	-1	1	-0.1	3
30	Cc1cc(S(=O)(=O)NCc2ccccn2)c(Cl)cc1Cl	4	6	2	0.1	0
31	COc1ccc(C(=O)Cn2c(=O)c(CCC(=O)O)nn3c4ccccc4nc23)cc1OC	0	6	4	-0.1	0
32	C/C(=N\NC(=O)c1cccc(Br)c1)c1ccccn1	1	15	-2	-0.1	1
33	CCN1CCCC1CNC(=O)CN(C)S(=O)(=O)c1ccc(Cl)cc1 (stereo not given)	-48	0	-1	-0.2	0
34	CC1CCCCN1C(=O)Cn1cc(C#N)c2ccccc21 (stereo not given)	18	0	2	0.0	0
35	COc1cccc(NC(=O)CN(C)C(=O)c2cn(-c3ccccc3)nc2-c2cccs2)c1	10	-2	-10	0.0	0
36	Cc1ccc(N2C(=O)C3C4C=CC(CNC(=S)N5CCN(c6ccccn6)CC5)(O4)C3C2=O)cc1 (stereo not given)	-16	12	0	0.2	2

no.	GLD-1 RNA inh	PME-1 inh	Bcl-xL primary	MEX-5 binding
25	6	0	5	-3.9
26	0	3	11	-1.8
27	-2	4	5	-0.2
28	-6	-5	-10	0.2
29	4	-2	2	-3.5
30	10	1	5	3.2
31	-2	-3	4	1.4
32	0	-1	5	-2.7
33	6	-4	3	1.1
34	6	2	3	-0.2
35	3	-1	0	-0.5
36	4	0	13	-0.4

# Going on with the list.
no.	SMILES	VLA-4 inh	MCL1 BIM primary	Fam108B counter	Efflux pump mplx	GRK2 inh
37	Cc1cccc(NS(=O)(=O)c2ccc3c(c2)CCN3C(=O)CCC(=O)O)c1	22	9	2	0.0	0
38	COC(CNS(=O)(=O)c1ccc(Cl)cc1)c1ccccc1 (stereo not given)	6	-7	-2	0.0	0
39	Cc1ccc(C(=O)NNC(=S)Nc2cccc3ccccc23)s1	0	11	-3	0.0	0
40	Cc1ccc(NC(=O)C2CC(=O)N(c3ccc4c(c3)OCCO4)C2)cc1S(=O)(=O)N(C)C (stereo not given)	7	2	1	0.0	0

no.	GLD-1 RNA inh	PME-1 inh	Bcl-xL primary	MEX-5 binding
37	-4	4	6	2.5
38	-3	1	-5	-1.1
39	4	1	3	2.3
40	1	5	5	2.4

# Screening data (PubChem)
